# GLP1R inv ag: GLP-1 receptor (human) inverse agonism; P43220; HEK293 GLP-1R CRE-luciferase, luminescence, 24 h; GLP-1R form is constitutively active; Potency, µM (series often up to 38.3 µM), inactives show top-dose activity change, negative = inhibition, most hits filed as inhibitors; 410,000 tested, 1.6% active; note: % is set by controls: 0 for no effect and ±100 for the full control effect; nearly all actives have a fitted effect of over 55% in size
# Target sequence (P43220 whole entry, looked up): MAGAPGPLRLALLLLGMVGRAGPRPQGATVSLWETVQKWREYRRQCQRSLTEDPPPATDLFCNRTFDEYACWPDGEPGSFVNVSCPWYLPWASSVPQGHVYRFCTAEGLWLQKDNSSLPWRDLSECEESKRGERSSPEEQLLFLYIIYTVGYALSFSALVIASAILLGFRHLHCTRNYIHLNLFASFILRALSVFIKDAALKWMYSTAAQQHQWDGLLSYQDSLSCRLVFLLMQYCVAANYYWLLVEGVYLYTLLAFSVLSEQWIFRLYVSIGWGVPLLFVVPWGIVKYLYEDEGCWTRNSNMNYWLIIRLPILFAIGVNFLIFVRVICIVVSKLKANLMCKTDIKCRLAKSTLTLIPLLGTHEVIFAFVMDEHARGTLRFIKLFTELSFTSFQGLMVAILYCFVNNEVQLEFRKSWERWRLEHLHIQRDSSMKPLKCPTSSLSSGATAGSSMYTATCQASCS
#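 Seeding at 200 cells/uL, 12 h culture, 24 hr compound treatment, then luciferase reagent and a luminescence read; cells are HEK293 stably expressing a constitutively active GLP-1R plus cAMP-responsive luciferase.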
# GLP1R cytotox: cytotoxicity counter-screen for GLP-1 receptor inverse agonists. HEK293 cAMP-luciferase reporter cells, luminescence, 24 h. 410,000 tested, 0.13% active. Potency, µM (series often up to 38.3 µM), for inactives: top-dose activity change, negative = inhibition, hits mostly inhibitors;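 note: loss of luciferase light is scored as toxicity; % is set by controls: 0 for no effect and ±100 for the full control effect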
#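 Step one: seed cells (200 cells/uL, DMEM with 10% Nu serum, 1% pen-strep). Step two: 12-hour incubation at 37 deg C. Step three: pin 23 nL compound, incubate 24 hr. Step four: add luciferase reagent, read luminescence 12 min later.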
# HT1080 IDH1KD tx: kills HT-1080 cells with IDH1 knockdown; 360,000 tested, 2% active; Potency, µM (titrated, usually from 46.1 µM), without a hit: top-dose activity, negative = toxicity, actives largely listed as cytotoxic; HT-1080 IDH1 knockdown viability, ATP luminescence, 48 h;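 note: 0% = DMSO wells and -100% = cell-free medium wells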
#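 Viability of IDH1-knockdown HT-1080 fibrosarcoma cells was assessed by CellTiter-Glo after 48 h at 37 °C with titrated compound; concentration-effect curves were classified by fit quality and response size.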
# TDP-43 yeast inh: rescues yeast growth from TDP-43 toxicity; TDP-43 expressing yeast growth rescue, BacTiter-Glo, 24 h; Potency, µM (series often up to 46.1 µM), for the others: at the top dose growth rescue (activation), most hits filed as activators; 410,000 tested, 1.8% active; AID 652104; note: % of control where 0% means no effect; nearly all actives have a fitted effect of over 50% in size
#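 Yeast cells expressing TDP-43 under galactose induction are exposed to compounds for 24 hr at 30 deg C. BacTiter-Glo luminescence measures growth, so protective compounds score as activators.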
# SW480 rereplic: DNA re-replication induction in SW480 cells. Potency, µM (series often up to 46.1 µM), for inactives: top-dose re-replication activation, usual class: activators. 340,000 tested, 1.8% active. SW480 DNA re-replication, Hoechst DNA content imaging, 48 h; note: % of control where 0% means no effect; nearly all actives have a fitted effect of over 55% in size
#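 Quantitative HTS format with DMSO vehicle controls; 48 hr drug incubation at 37 C, then 40 min Hoechst staining and scanning imager measurement at 405 nm excitation.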
# KB-3-1 tox: kills parental KB-3-1 adenocarcinoma cells. KB-3-1 viability, CellTiter-Glo ATP luminescence, 72 h. 400,000 tested, 1.4% active. AID 1347075. Potency, µM (series often up to 46.1 µM), inactives show at the highest dose activity change, negative = cytotoxic, usual class: cytotoxic; note: % is set by controls: 0 for no effect and ±100 for the full control effect; nearly all actives have a fitted effect of over 60% in size
#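 Using CellTiter-Glo luminescence, growth of non-resistant KB-3-1 adenocarcinoma cells is assessed 72 h after pin-tool compound addition at 37 °C. Normalized responses across the concentration series yield fitted curves.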
# GLP-1R agonist: activates the human GLP-1 receptor; AID 624172; Potency, µM (highest dose often 45.6 µM), for inactives: top-dose activation, hits mostly activators; 380,000 tested, 0.007% active; P43220; HEK293 GLP-1R CRE-luciferase, luminescence, 4-6 h; cells express a hypersensitive GLP-1R form; note: % of control where 0% means no effect
# HT1080-NT tox: kills 2HG-producing HT-1080-NT fibrosarcoma cells | AID 686970 | Potency, µM (titrated, usually from 46.1 µM), inactives show at the highest dose activity, negative = less viability, most hits filed as cytotoxic | HT-1080-NT fibrosarcoma viability, CellTiter-Glo ATP luminescence, 48 h | 360,000 tested, 1.6% active;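 note: NT is the 2HG producing partner of a matched IDH1 knockdown line; 0% = DMSO-treated cells and -100% = media-only wells without cells; nearly all actives have a fitted effect of over 55% in size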
#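 Toxicity toward the 2HG-producing NT line was scored as %Activity, normalised to DMSO and no-cell wells, from CellTiter-Glo luminescence after 48 hours' treatment.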
# KB-V1 cytotox: KB-V1 MDR subline cytotoxicity; Potency, µM (doses to about 46.1 µM), for inactives: at the top dose activity change, negative = cytotoxicity, actives largely listed as cytotoxic; AID 1347076; KB-V1 MDR cells viability, CellTiter-Glo, 72 h; 400,000 tested, 3.4% active; note: % is set by controls: 0 for no effect and ±100 for the full control effect; nearly all actives have a fitted effect of over 60% in size
#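 Cells of the MDR subline KB-V1 are plated, dosed with compound at multiple concentrations, and incubated 72 h at 37 degrees C; CellTiter-Glo is then added and luminescence read after 10 min.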
# Active calls of the source: *; ? = inconclusive; · = no result given; [ ] = another dose, or the depositor's remark. Calls come from the whole dose curve; as a rule, active = well fitted curve in the direction sought with a large enough effect; inconclusive = small, poorly fitted or top-dose-only effect, or another doubt; inactive = no such curve, though single readings can be large; an effect the other way counts as inactive or inconclusive. Potency is the fitted concentration of half-maximal effect.
no. | canonical_smiles | GLP1R inv ag | GLP1R cytotox | HT1080 IDH1KD tx | TDP-43 yeast inh | SW480 rereplic
1 | CC(C)c1ccccc1OCCNC(=O)c1cncc(Br)c1 | ? | 2% | -25% | 20µM* | -9%
2 | O=C(Nc1ncc2c(n1)CC(c1ccco1)CC2=O)c1ccco1 (stereo not given) | 16% | -4% | 20% | -8%[1.82 µM] | -5%
3 | COc1ccc(NC(=O)CN(C)C(C)C(=O)N2CCCCC2)cc1 (stereo not given) | 9% | -18% | 8% | -20% | -6%
4 | Cn1nc(C(=O)OCc2ccc(Br)cc2F)c2ccccc2c1=O | 10% | -6% | 6% | 14% | -2%
5 | O=C(Nc1nc2ccccc2[nH]1)C1CCN(S(=O)(=O)c2cccs2)CC1 | 0% | -8% | -16% | 7% | -7%
6 | CSCCC(NC(=O)CCNC(=O)c1ccccc1Cl)c1nc2ccccc2[nH]1 (stereo not given) | 1% | -9% | -1% | 13% | 2%
7 | Cc1ccc(NC(=O)c2sc3nc(N4CCOCC4)c4c(c3c2N)CC(C)(C)OC4)cc1 | 8% | 0% | 15% | -4% | 15%
8 | CCN(CC(=O)Nc1c(F)cccc1F)C(=O)CSCc1ccc(C)cc1 | -23% | -4% | 7% | 10% | ·
9 | CC1CCN(C(=O)CN(Cc2ccc(F)cc2)S(C)(=O)=O)CC1 | 0% | -5% | 1% | -3% | 0%
10 | CC[C@@]1(C(=O)OC)N[C@H](CN(C)C(=O)Nc2ccc(F)cc2)[C@@H]2C(=O)N(Cc3ccccc3)C(=O)[C@@H]21 | 3% | -4% | -2% | 8% | 3%
11 | O=C(NC1CCCCC1)c1sc(N2CCOCC2)nc1-c1ccccc1 | -7% | -1% | 14% | 19% | 0%
12 | COc1ccc(Cc2c(-c3cccc(Br)c3)nc3c(C)cc(Br)cn23)c(C)c1 | -21% | -18% | -1% | 0% | ·
13 | COc1ccc(OCCNC(=O)/C=C/c2ccccc2)cc1 | 10% | -2% | -2% | -7% | -2%
14 | O=C(O)CCC(=O)N1N=C(c2cccs2)CC1c1cn(-c2ccccc2)nc1-c1ccccc1 (stereo not given) | -21% | -11% | 2% | 1% | 0%
15 | O=C(NC(c1ccc(Cl)cc1)c1cnccn1)C1CCN(Cc2cccc(C(F)(F)F)c2)CC1 (stereo not given) | ? | -25% | ? | 3% | ·

no. | KB-3-1 tox | GLP-1R agonist | HT1080-NT tox | KB-V1 cytotox
1 | ? | 15% | -22% | 0%
2 | 25% | 18% | 13% | ?
3 | 1% | 0% | ? | 12µM*
4 | 4% | -2% | 0% | ?
5 | -5% | -12% | -10% | 0%
6 | -2% | -1% | 15% | -5%
7 | -2% | 7% | 12% | 14%
8 | -2% | -7% | 0% | 4%
9 | -4% | -1% | 15% | -17%
10 | -14% | 0% | -6% | -8%
11 | 6% | -1% | 15% | -5%
12 | 0% | -1% | -12% | 16%
13 | -18% | 10% | -4% | -25%
14 | 4% | -3% | 4% | 10%
15 | ? | -5% | ? | ?

# Some of the entries so far, field by field.
(8) CCN(CC(=O)Nc1c(F)cccc1F)C(=O)CSCc1ccc(C)cc1
- GLP1R inv ag = -23%
- GLP1R cytotox = -4%
- HT1080 IDH1KD tx = 7%
- TDP-43 yeast inh = 10%
- SW480 rereplic = ·
- KB-3-1 tox = -2%
- GLP-1R agonist = -7%
- HT1080-NT tox = 0%
- KB-V1 cytotox = 4%
(9) CC1CCN(C(=O)CN(Cc2ccc(F)cc2)S(C)(=O)=O)CC1
- GLP1R inv ag = 0%
- GLP1R cytotox = -5%
- HT1080 IDH1KD tx = 1%
- TDP-43 yeast inh = -3%
- SW480 rereplic = 0%
- KB-3-1 tox = -4%
- GLP-1R agonist = -1%
- HT1080-NT tox = 15%
- KB-V1 cytotox = -17%
(10) CC[C@@]1(C(=O)OC)N[C@H](CN(C)C(=O)Nc2ccc(F)cc2)[C@@H]2C(=O)N(Cc3ccccc3)C(=O)[C@@H]21
- GLP1R inv ag = 3%
- GLP1R cytotox = -4%
- HT1080 IDH1KD tx = -2%
- TDP-43 yeast inh = 8%
- SW480 rereplic = 3%
- KB-3-1 tox = -14%
- GLP-1R agonist = 0%
- HT1080-NT tox = -6%
- KB-V1 cytotox = -8%
(11) O=C(NC1CCCCC1)c1sc(N2CCOCC2)nc1-c1ccccc1
- GLP1R inv ag = -7%
- GLP1R cytotox = -1%
- HT1080 IDH1KD tx = 14%
- TDP-43 yeast inh = 19%
- SW480 rereplic = 0%
- KB-3-1 tox = 6%
- GLP-1R agonist = -1%
- HT1080-NT tox = 15%
- KB-V1 cytotox = -5%

# Next compounds follow.
no. | canonical_smiles | GLP1R inv ag | GLP1R cytotox | HT1080 IDH1KD tx | TDP-43 yeast inh | SW480 rereplic
16 | CC1CCN(C(=O)c2ccc3c(=O)n4c(nc3c2)CCCCC4)CC1 | ? | 4% | 1% | -4% | -16%
17 | COC(=O)c1ccc(NC(=O)CN2C(=O)NC3(CCC(C)CC3)C2=O)cc1 (stereo not given) | -26% | 0% | 0% | 3% | -17%
18 | CC1CCN(C(=O)C2COc3ccccc3O2)CC1 (stereo not given) | 7% | -14% | 3% | 17% | -4%
19 | CCOC(=O)C1=C(C)N(Cc2ccccc2)C(=O)NC1c1ccccc1OS(=O)(=O)c1ccccc1[N+](=O)[O-] (stereo not given) | ? | 11% | 0% | -3% | ?
20 | Cc1cccc2cc(COC(=O)c3ccco3)c(=O)[nH]c12 | 4% | -13% | 7% | -5% | -2%
21 | COc1ccc(OC)c(-c2nnc(SCC(=O)N3CCCC3)o2)c1 | 11% | 9% | -4% | 1% | -13%
22 | CCC(CC)N1CCN(Cc2nc3ccc([N+](=O)[O-])cc3c(=O)n2-c2ccccc2F)CC1 | 5% | -5% | 1% | -8% | -29%
23 | CC(C)CCn1nnnc1C(c1ccc(F)cc1)N1CCC(C(N)=O)CC1 (stereo not given) | -19% | -20% | 4% | -1% | -6%
24 | CCCCCC(=O)Nc1cccc(C2=NOC3(C2)C[C@@H](C(N)=O)N(C(=O)c2ccc(OC)cc2)C3)c1 (stereo not given in full) | 10% | 6% | 6% | 4% | -6%
25 | COc1ccc(/C=C/c2nc3ccccc3n2Cc2ccccc2OC)cc1 | ? | ? | 16µM* | ? | ?
26 | Cc1ccccc1CN1CCN(CC(=O)NCc2ccccn2)C1=O | 10% | -4% | 3% | 24% | -6%
27 | O=C1CC(NS(=O)(=O)c2ccccc2)CN1c1ccc2c(c1)OCCO2 (stereo not given) | -19% | -12% | 10% | -2% | -30%
28 | Cc1ccc(NC(=O)CCNS(=O)(=O)c2ccc3c(c2)CCC(=O)N3)c(Br)c1 | -15% | 3% | 4% | 15% | -10%
29 | Cc1ccc(CNc2ccc3c(c2)ncn3C(C)C)cc1 | 58%[activator] | 3% | 4% | 12% | -8%
30 | CCC(=O)N1CCc2cc(S(=O)(=O)NCCC(=O)NC3CCCc4ccccc43)ccc21 (stereo not given) | 11% | 7% | -5% | -19% | -1%

no. | KB-3-1 tox | GLP-1R agonist | HT1080-NT tox | KB-V1 cytotox
16 | 0% | 4% | 14% | -20%
17 | 7% | 6% | -4% | 4%
18 | -9% | -4% | 4%[9.24 µM] | -12%
19 | ? | 4% | 1% | 7.3µM*
20 | -4% | 1% | 1% | -5%
21 | 4% | 11% | 1% | -3%
22 | -10% | 7% | -12% | 8%
23 | 0% | -2% | 3% | 3%
24 | 2% | -9% | 8% | 0%
25 | ? | 12% | 16µM* | ?
26 | 24% | -4% | 20% | 68%
27 | 2% | -2% | 1% | -4%
28 | 2% | -7% | 0% | 19%
29 | -10% | ? | 2% | ?
30 | -7% | 11% | 0% | -22%

# The results go on.
no. | canonical_smiles | GLP1R inv ag | GLP1R cytotox | HT1080 IDH1KD tx | TDP-43 yeast inh | SW480 rereplic
31 | Cc1cccc(NC(=O)CSCC(=O)N(C)Cc2ccc3c(c2)OCCO3)c1 | -34% | -6% | 5% | ? | ?
32 | Cc1nc2cc(Cl)c(Cl)cc2nc1C | 0% | -11% | 0% | 11% | -1%
33 | COc1ccc2c(c1)NC(c1ccc(OCC(C)C)cc1)=NC(c1ccncc1)=N2 | -29% | 5% | · | -10% | ·
34 | Cc1ccccc1Cn1nc(C)c(NC(=O)c2cc(-c3ccco3)on2)c1C | -19% | -4% | 0% | -6% | 5%
35 | Cc1ccc(CN2C(=O)C(C)Oc3ccc(C)cc32)cc1 (stereo not given) | -13% | 3% | 0% | 11% | ·
36 | CNC(=O)c1ccc(Nc2nnc(-c3ccc(C(N)=O)cc3)c3ccccc23)cc1 | -4% | 0% | 3% | -12% | 2%
37 | Cc1ccc(NC(=S)N2CCN(S(C)(=O)=O)CC2)cc1 | 4% | 1% | 6% | -3% | 5%
38 | Cc1ccc(CCNC(=O)C2CCN(Cc3nc(-c4ccccc4C)oc3C)CC2)cc1 | 0% | 4% | · | -8% | ·
39 | COc1cc(CNS(=O)(=O)c2ccc3c(c2)CC(C)N3C(C)=O)cc(OC)c1OC (stereo not given) | ? | -13% | -12% | -2% | 20%
40 | Cc1ccc2nc(-c3ccc(C)c(NC(=O)CSc4ccc(Cl)cc4)c3)oc2c1 | 17% | 4% | · | 15% | ·
41 | O=C(c1ccc(S(=O)(=O)NCc2ccco2)cc1)N1CCN(c2ccccc2)CC1 | -29% | 2% | -1% | -12% | 1%
42 | CCc1ccccc1NC(=O)Cn1cc(S(=O)(=O)N2CCCC2)c(S(=O)(=O)N2CCCC2)c1 | 11% | -6% | · | 17% | ·
43 | Cc1ccc(Cl)cc1NC(=S)N(CCCN1CCOCC1)Cc1ccco1 | -33% | -5% | -2% | -23% | 7%

no. | KB-3-1 tox | GLP-1R agonist | HT1080-NT tox | KB-V1 cytotox
31 | -15% | 1% | 7% | -1%
32 | 6% | -7% | 4% | 1%
33 | 0% | · | · | ?
34 | -1% | 6% | -1% | -30%
35 | -2% | 9% | -3% | -25%
36 | 0% | 4% | 0% | 0%
37 | 0% | -4% | 12% | ?
38 | ? | · | · | ?
39 | ? | 3% | 6% | 19%
40 | 13% | · | · | 9%
41 | 2% | 2% | -2% | -12%
42 | 3% | · | · | 8%
43 | -10% | 3% | -5% | ?

# Screens from PubChem.
